NCI-60 one-dose screen, 48 h, at 10 µM unless noted. Numbers give growth in % (100 = growth as untreated, 0 = no growth, -100 = all killed).
KM12: KM12 colon cancer cells; actives 5% (n = 82,000)
SW-620: SW-620 colon cancer. actives 5.2% (n = 82,000)
DU-145: DU-145 prostate cancer; AID 1794760; actives 4.2% (n = 81,000)
OVCAR-5: OVCAR-5 ovarian cancer. AID 1794783. actives 2.9% (n = 82,000)
OVCAR-4: OVCAR-4 ovarian cancer cells. actives 3.7% (n = 80,000). AID 1794784
PC-3: PC-3 prostate cancer cells | actives 3.9% (n = 80,000) | AID 1794754
HCC-2998: HCC-2998 colon cancer; actives 4.7% (n = 79,000)
OVCAR-3: OVCAR-3 ovarian cancer. actives 7% (n = 79,000)
OVCAR-8: OVCAR-8 ovarian cancer; actives 4.4% (n = 81,000)
Active calls of the source: *; & = joins results of further samples. How the source made its calls: active means growth percent below 10; inactive means the rest. An unsorted share of the library (roughly 10% active in at least one column).

A first look (two entries):
How did O=c1[nH]c2ccc(Cl)cc2c(O)c1C(c1ccc(Cl)cc1)c1c(O)c2cc(Cl)ccc2[nH]c1=O do in these assays?
KM12: 85.5; SW-620: 98.5; DU-145: 102.1; OVCAR-5: 96.9; OVCAR-4: 96.6; PC-3: 74.5; HCC-2998: 91.2; OVCAR-3: 87.1; OVCAR-8: 96.1

How did COc1ccn2c(C(C)=O)cc(C(=O)c3ccc4c(c3)Sc3ccccc3N4)c2c1 do in these assays?
KM12: 7.3*; SW-620: 23.4; DU-145: -18.3*; OVCAR-5: 36.9; OVCAR-4: 50.2; PC-3: 23.8; HCC-2998: 21.2; OVCAR-3: -47.8*

The listing (from the top)
How did O=c1[nH]c2ccc(Cl)cc2c(O)c1C(c1ccc(Cl)cc1)c1c(O)c2cc(Cl)ccc2[nH]c1=O do in these assays?
KM12: 85.5; SW-620: 98.5; DU-145: 102.1; OVCAR-5: 96.9; OVCAR-4: 96.6; PC-3: 74.5; HCC-2998: 91.2; OVCAR-3: 87.1; OVCAR-8: 96.1

How did COc1ccn2c(C(C)=O)cc(C(=O)c3ccc4c(c3)Sc3ccccc3N4)c2c1 do in these assays?
KM12: 7.3*; SW-620: 23.4; DU-145: -18.3*; OVCAR-5: 36.9; OVCAR-4: 50.2; PC-3: 23.8; HCC-2998: 21.2; OVCAR-3: -47.8*

How did c1ccc(-n2cc(COc3ncnc4sc5c(c34)CCCC5)nn2)cc1 do in these assays?
KM12: 100.7; SW-620: 101.5; DU-145: 108.2; OVCAR-5: 97.0; OVCAR-4: 97.1; PC-3: 96.5; HCC-2998: 104.6; OVCAR-3: 110.6; OVCAR-8: 98.6

How did CC1NC(=S)NC(c2cccs2)=C1C(=O)/C=C/Nc1nccs1 (stereo not drawn) do in these assays?
KM12: 101.5; SW-620: 106.0; DU-145: 108.6; OVCAR-5: 95.8; OVCAR-4: 93.6; PC-3: 60.4; HCC-2998: 103.9; OVCAR-3: 107.5; OVCAR-8: 99.1

What do the screens show for `C=C1C(=O)O[C@H]2[C@H]1CC/C(COC(=O)c1cc3cc(OC)ccc3[nH]1)=C\CC[C@@]1(C)O[C@@H]21`?
KM12: -67.9*; SW-620: -75.7*; DU-145: -94.4*; OVCAR-5: -58.6*; OVCAR-4: -81.5*; PC-3: -71.5*; HCC-2998: -74.2*; OVCAR-3: -97.4*; OVCAR-8: -66.9*

What do the screens show for `O=C1CN(Cc2ccc(C(=O)NO)cc2)C(=O)[C@@H](Cc2c[nH]c3ccccc23)N1`?
KM12: 102.2; SW-620: 103.4; DU-145: 106.5; OVCAR-5: 107.0; PC-3: 97.5; HCC-2998: 103.5; OVCAR-3: 104.3; OVCAR-8: 94.9

How did O=C(NCCN1CCOCC1)NCN1C(=O)c2cccc3cccc(c23)C1=O do in these assays?
KM12: 100.7; SW-620: 105.9; DU-145: 109.5; OVCAR-5: 92.1; OVCAR-4: 113.2; PC-3: 92.5; HCC-2998: 108.4; OVCAR-3: 112.2; OVCAR-8: 92.2

How did C=C(C)C(=O)N(C)c1cccc(Br)c1C do in these assays?
KM12: 101.1; SW-620: 93.8; DU-145: 108.8; OVCAR-5: 91.9; OVCAR-4: 92.8; PC-3: 92.2; HCC-2998: 90.4; OVCAR-3: 110.3; OVCAR-8: 93.0

How did O=C1C(Cl)=C(SC2=NCCN2)C(=O)c2ccccc21 do in these assays?
KM12: 75.5; SW-620: 95.6; OVCAR-5: 97.4; OVCAR-4: 80.5; PC-3: 64.5; HCC-2998: 106.0; OVCAR-3: 46.8; OVCAR-8: 65.8

Results for N#Cc1ccc(O)c(C2=NCC(C3CCNCC3)O2)c1 (stereo not drawn) ?
KM12: 98.5; SW-620: 107.8; DU-145: 101.6; OVCAR-5: 98.2; OVCAR-4: 104.8; PC-3: 72.5; HCC-2998: 89.6; OVCAR-3: 101.4; OVCAR-8: 100.1

How did O=C1c2cc(Br)ccc2-c2ccc(N3C(=O)c4ccccc4C3=O)cc21 do in these assays?
KM12: 102.0; SW-620: 97.8; DU-145: 114.6; OVCAR-5: 107.5; OVCAR-4: 103.1; PC-3: 106.2; HCC-2998: 102.1; OVCAR-8: 102.6

What do the screens show for `CN1C=CN(Cc2ccc(-c3ccccn3)nc2)[CH-]1.CN1C=CN(Cc2ccc(-c3ccccn3)nc2)[CH-]1.[Au+3]`?
KM12: 24.9; SW-620: 36.2; OVCAR-5: 50.3; OVCAR-4: 6.1*; PC-3: 20.3; HCC-2998: 25.3; OVCAR-3: 32.3; OVCAR-8: 13.3

Results for CS(=O)(=O)c1ccc(-n2cc(/C=C/C(=O)c3ccc(NC(=O)CO[N+](=O)[O-])cc3)c(-c3ccccc3)n2)cc1 ?
KM12: 74.9; SW-620: 115.1; DU-145: 98.6; OVCAR-5: 162.1; OVCAR-4: 119.3; PC-3: 130.4; HCC-2998: 118.5; OVCAR-3: 120.4; OVCAR-8: 108.0

How did COc1ccccc1[P+](CO)(c1ccccc1OC)c1ccccc1OC do in these assays?
KM12: 52.3; SW-620: 102.9; DU-145: 108.1; OVCAR-5: 79.4; OVCAR-4: 95.8; PC-3: 57.1; HCC-2998: 87.5; OVCAR-3: 101.2; OVCAR-8: 97.7

How did Cn1c(=O)c(C#N)c(-c2ccccc2)n2c(=S)[nH]nc12 do in these assays?
KM12: 108.3; SW-620: 102.8; DU-145: 112.3; OVCAR-5: 95.7; OVCAR-4: 96.8; PC-3: 100.1; HCC-2998: 108.5; OVCAR-3: 115.2; OVCAR-8: 74.8

How did N#Cc1c(C(F)(F)F)cc(NCc2ccccn2)n2c1nc1ccccc12 do in these assays?
KM12: 91.2; SW-620: 106.8; DU-145: 99.7; OVCAR-5: 88.4; OVCAR-4: 82.4; PC-3: 69.5; HCC-2998: 106.3; OVCAR-3: 97.1; OVCAR-8: 98.5

How did NC(N)=NC(N)=Nc1cc2ccccc2c2ccccc12 do in these assays?
KM12: 47.0; SW-620: 22.9; DU-145: 56.3; OVCAR-5: 57.3; OVCAR-4: 45.8; PC-3: 24.4; HCC-2998: 26.2; OVCAR-3: 63.2; OVCAR-8: 45.0

What do the screens show for `O=C(NNc1ccccc1)c1ccccc1`?
KM12: 33.5; SW-620: 45.7&57.1; DU-145: 71.3&98.1; OVCAR-5: 68.7&77.2; OVCAR-4: 64.6&94.5; PC-3: 53.8&75.1; HCC-2998: 85.6; OVCAR-3: 100.9&81.4; OVCAR-8: 73.5&106.2

Results for C=CCNc1ncnc2c1cnn2C ?
KM12: 110.2; SW-620: 115.3; OVCAR-5: 107.8; OVCAR-4: 110.1; PC-3: 85.8; HCC-2998: 111.0; OVCAR-3: 98.7; OVCAR-8: 116.7

What do the screens show for `Oc1ccc(N=Nc2nccs2)c(O)c1`?
KM12: 51.7; SW-620: 41.3; DU-145: 64.0; OVCAR-5: 87.5; OVCAR-4: 25.9; PC-3: 55.2; HCC-2998: 73.4; OVCAR-3: -1.9*; OVCAR-8: 36.4

Retrieved by structure from the list above (3):
How did Cn1c(=O)c(C#N)c(-c2ccccc2)n2c(=S)[nH]nc12 do in these assays?
KM12: 108.3; SW-620: 102.8; DU-145: 112.3; OVCAR-5: 95.7; OVCAR-4: 96.8; PC-3: 100.1; HCC-2998: 108.5; OVCAR-3: 115.2; OVCAR-8: 74.8

What do the screens show for `Oc1ccc(N=Nc2nccs2)c(O)c1`?
KM12: 51.7; SW-620: 41.3; DU-145: 64.0; OVCAR-5: 87.5; OVCAR-4: 25.9; PC-3: 55.2; HCC-2998: 73.4; OVCAR-3: -1.9*; OVCAR-8: 36.4

Results for CS(=O)(=O)c1ccc(-n2cc(/C=C/C(=O)c3ccc(NC(=O)CO[N+](=O)[O-])cc3)c(-c3ccccc3)n2)cc1 ?
KM12: 74.9; SW-620: 115.1; DU-145: 98.6; OVCAR-5: 162.1; OVCAR-4: 119.3; PC-3: 130.4; HCC-2998: 118.5; OVCAR-3: 120.4; OVCAR-8: 108.0

(continued)
What do the screens show for `Nc1ccc(S(=O)(=O)Nc2ccc(S(=O)(=O)O)c3ccccc23)cc1`?
KM12: 114.3; SW-620: 106.9; DU-145: 121.5; OVCAR-5: 107.0; OVCAR-4: 116.8; PC-3: 95.7; HCC-2998: 110.6; OVCAR-3: 112.1; OVCAR-8: 100.0

Results for CNC(C)=O ?
KM12: 106.1; SW-620: 105.0; DU-145: 99.5; OVCAR-5: 95.8; OVCAR-4: 104.1; PC-3: 96.6; HCC-2998: 100.7; OVCAR-3: 75.8; OVCAR-8: 102.3

What do the screens show for `Cc1ccc(C(=O)NC(=S)N2CCN(c3ncnc4c3cnn4-c3ccccc3)CC2)cc1`?
KM12: 74.1; SW-620: 84.0; DU-145: 67.2; OVCAR-5: 92.6; OVCAR-4: 52.3; PC-3: 59.0; HCC-2998: 86.0; OVCAR-3: 76.6; OVCAR-8: 73.6

How did CC(C)(C)c1nn(-c2ccccc2)c2c1COCN2Cc1ccc(C(F)(F)F)cc1 do in these assays?
KM12: 91.7; SW-620: 86.3; DU-145: 118.5; OVCAR-5: 99.2; OVCAR-4: 89.5; PC-3: 85.1; HCC-2998: 99.4; OVCAR-3: 115.7; OVCAR-8: 88.0

How did COc1ccccc1/C=N/NC(=O)CSc1nc2ccccc2c(=O)n1CCc1ccc(S(N)(=O)=O)cc1 do in these assays?
KM12: 40.8; SW-620: 51.4; DU-145: 51.9; OVCAR-5: 95.2; OVCAR-4: 45.2; PC-3: 53.7; HCC-2998: 55.6; OVCAR-3: 21.8; OVCAR-8: 45.0

How did O=c1cc(Cc2ccccc2)[nH]c(=S)[nH]1 do in these assays?
KM12: 105.3; SW-620: 100.9; DU-145: 117.9; OVCAR-5: 96.2; OVCAR-4: 99.2; PC-3: 86.9; HCC-2998: 95.2; OVCAR-3: 111.7; OVCAR-8: 99.2

How did COc1ccc(C2NCCc3c2[nH]c2ccccc32)cc1CN1CCN(c2ccc(F)cc2)CC1 (stereo not drawn) do in these assays?
KM12: 40.4; SW-620: 29.6; DU-145: 78.5; OVCAR-5: 64.8; OVCAR-4: 65.3; PC-3: 44.8; HCC-2998: 17.9; OVCAR-3: 66.8; OVCAR-8: 24.6

What do the screens show for `O=C(NNC(=O)c1ccc(NC(=O)c2ccccn2)cc1)Nc1ccccc1`?
KM12: 100.9; SW-620: 104.6; DU-145: 105.7; OVCAR-5: 100.4; OVCAR-4: 103.2; PC-3: 95.5; HCC-2998: 109.0; OVCAR-3: 104.8; OVCAR-8: 100.1

What do the screens show for `NCCCNCCSP(=O)(O)O`?
KM12: 110.0&108.2&117.1; SW-620: 107.6&102.8&114.3; DU-145: 105.5&111.5&116.0; OVCAR-5: 100.0&101.2; OVCAR-4: 94.1&107.9; PC-3: 83.7&90.5&97.6; HCC-2998: 100.4&101.5; OVCAR-3: 111.5&118.5&116.0; OVCAR-8: 95.6&100.1

What do the screens show for `COc1cc(C2CC(c3ccc(SC)cc3)=NN2C(C)=O)cc(OC)c1OC` (stereo not drawn)?
KM12: 39.4; SW-620: 38.5; DU-145: 91.0; OVCAR-5: 100.1; OVCAR-4: 93.8; PC-3: 58.3; HCC-2998: 61.0; OVCAR-3: 21.7; OVCAR-8: 80.3

What do the screens show for `CC1=C(C(=O)Nc2ccccc2)C(c2ccc3c(c2)OCO3)NC(=O)N1` (stereo not drawn)?
KM12: 103.9; SW-620: 107.5; DU-145: 111.4; OVCAR-5: 114.6; OVCAR-4: 110.1; PC-3: 100.9; HCC-2998: 117.0; OVCAR-3: 109.6; OVCAR-8: 105.3

What do the screens show for `O=c1cc(-c2ccc(OCc3ccccc3)cc2)oc2c(I)c(OCc3ccccc3)cc(OCc3ccccc3)c12`?
KM12: 91.8; SW-620: 106.4; DU-145: 105.2; OVCAR-5: 103.5; OVCAR-4: 100.1; PC-3: 94.7; HCC-2998: 105.4; OVCAR-3: 103.6; OVCAR-8: 99.6

Results for CCC(=O)Oc1cc(Cl)c(Cl)cc1Cl ?
KM12: 107.4; SW-620: 106.6; DU-145: 103.1; OVCAR-5: 90.2; OVCAR-4: 100.8; PC-3: 96.4; HCC-2998: 94.8; OVCAR-3: 112.9; OVCAR-8: 96.9

How did NNC(=O)Oc1c(Cl)cc(Cl)cc1[N+](=O)[O-] do in these assays?
KM12: 106.4; SW-620: 105.0; DU-145: 103.5; OVCAR-5: 103.8; OVCAR-4: 113.2; PC-3: 106.8; HCC-2998: 103.3; OVCAR-3: 106.8; OVCAR-8: 109.0

What do the screens show for `N#Cc1c(-c2ccc(Br)cc2)cc(-c2ccccc2)[nH]c1=O`?
KM12: 95.4; SW-620: 98.5; DU-145: 93.9; OVCAR-5: 109.1; OVCAR-4: 96.0; PC-3: 94.7; HCC-2998: 101.9; OVCAR-3: 114.4; OVCAR-8: 90.7

Results for N#Cc1c(-c2ccc(F)cc2)nc(SCc2ccc([N+](=O)[O-])cc2)[nH]c1=O ?
KM12: 93.0; SW-620: 89.2; DU-145: 91.1; OVCAR-5: 93.8; OVCAR-4: 97.1; PC-3: 81.0; HCC-2998: 118.7; OVCAR-3: 103.4; OVCAR-8: 98.0

How did COc1cc(O)c(C)c(O)c1 do in these assays?
KM12: 94.3; SW-620: 104.7; DU-145: 97.1; OVCAR-5: 105.1; OVCAR-4: 102.1; PC-3: 99.3; HCC-2998: 102.0; OVCAR-3: 97.9; OVCAR-8: 111.9

Results for COc1ccc(C(=O)CSc2nc(-c3cnccn3)cc(-c3cccs3)c2C#N)cc1 ?
KM12: 92.8; SW-620: 88.9; DU-145: 74.0; OVCAR-5: 86.9; OVCAR-4: 67.3; PC-3: 82.0; HCC-2998: 111.2; OVCAR-3: 119.7; OVCAR-8: 89.4

Results for COC(=O)C1(C)CC1(c1ccccc1)c1ccccc1 (stereo not drawn) ?
KM12: 103.2; SW-620: 103.2; DU-145: 110.6; OVCAR-5: 106.0; OVCAR-4: 104.0; PC-3: 76.1; HCC-2998: 95.7; OVCAR-3: 110.9; OVCAR-8: 97.5

How did O=C(/C=C/c1ccccc1)c1ccc(B(O)O)cc1 do in these assays?
KM12: 98.1; SW-620: 91.2; DU-145: 104.1; OVCAR-5: 101.2; OVCAR-4: 108.0; PC-3: 105.1; HCC-2998: 101.4; OVCAR-3: 103.6; OVCAR-8: 95.1
